Assay outcomes: PubChem, Sanford-Burnham Center for Chemical Genomics
Apaf1 inhib: human Apaf-1 inhibition. O14727. reconstituted apoptosome caspase-3 activity, DEVD-Rh110 fluorescence. inhibition, % at 20 µM. 0.71% of 330,000 active. AID 489030; active = inhibition of at least 40% at 20 µM;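 note: plate controls were DMSO wells for no effect and DEVD-CHO caspase inhibitor wells for full effect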
Target sequence (O14727 whole entry, looked up): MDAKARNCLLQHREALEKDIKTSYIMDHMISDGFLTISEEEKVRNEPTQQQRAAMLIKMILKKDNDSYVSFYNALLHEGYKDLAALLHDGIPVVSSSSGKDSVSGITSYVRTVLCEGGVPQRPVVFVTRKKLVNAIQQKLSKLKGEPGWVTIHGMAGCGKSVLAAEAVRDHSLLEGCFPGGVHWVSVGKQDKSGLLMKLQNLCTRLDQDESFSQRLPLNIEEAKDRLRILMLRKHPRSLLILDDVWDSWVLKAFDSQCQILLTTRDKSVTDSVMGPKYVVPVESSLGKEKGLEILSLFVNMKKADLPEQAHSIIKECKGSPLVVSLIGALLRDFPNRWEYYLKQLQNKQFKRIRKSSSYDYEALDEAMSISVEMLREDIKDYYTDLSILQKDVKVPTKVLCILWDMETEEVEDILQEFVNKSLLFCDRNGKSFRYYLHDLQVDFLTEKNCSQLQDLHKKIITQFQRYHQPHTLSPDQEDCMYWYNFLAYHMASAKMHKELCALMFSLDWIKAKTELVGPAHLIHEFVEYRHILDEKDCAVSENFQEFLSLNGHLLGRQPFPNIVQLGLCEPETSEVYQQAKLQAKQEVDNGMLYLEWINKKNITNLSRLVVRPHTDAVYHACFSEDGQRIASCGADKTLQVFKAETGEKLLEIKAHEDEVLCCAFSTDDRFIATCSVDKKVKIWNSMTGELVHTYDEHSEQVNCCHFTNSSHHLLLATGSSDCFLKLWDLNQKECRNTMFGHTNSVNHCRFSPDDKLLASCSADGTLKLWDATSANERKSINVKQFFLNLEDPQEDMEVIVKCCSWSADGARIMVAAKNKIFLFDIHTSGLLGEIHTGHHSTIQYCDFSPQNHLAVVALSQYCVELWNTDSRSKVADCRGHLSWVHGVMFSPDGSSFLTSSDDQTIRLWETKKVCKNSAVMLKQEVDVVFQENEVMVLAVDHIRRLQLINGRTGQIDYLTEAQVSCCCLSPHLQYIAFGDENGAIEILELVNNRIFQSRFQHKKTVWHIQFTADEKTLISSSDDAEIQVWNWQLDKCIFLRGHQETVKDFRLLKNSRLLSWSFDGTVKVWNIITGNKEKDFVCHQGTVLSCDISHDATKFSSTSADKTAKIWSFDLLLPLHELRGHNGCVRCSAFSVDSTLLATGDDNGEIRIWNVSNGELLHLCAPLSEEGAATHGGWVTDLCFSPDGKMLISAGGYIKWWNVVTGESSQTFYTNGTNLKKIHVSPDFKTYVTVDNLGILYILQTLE
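Assay system: Apoptosome proteins | Medium: pH 7.5 Hepes buffer with CHAPS, BSA, DTT | Also added: Cytochrome c and DEVD-Rh110 substrate | Times: 30 min plus 50 min, RT | Detection: Rhodamine 110 fluorescence at Ex 480/Em 540 nm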
SENP1 inh: inhibitors of human SENP1 SUMO protease catalytic domain | Q9P0U3 | recombinant SENP1 catalytic domain, CyPet-SUMO1-YPet FRET cleavage | inhibition, % at 10 µM | 0.21% of 360,000 active;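 active = inhibition at least 30% at 10 µM, raw YFP signal under a set limit, fluorescence ratio 0.5 to 1.5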;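 note: 0% = enzyme with DMSO and 100% = no enzyme wells; some results filed as inactive read as strong as hits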
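Material – human SENP1 catalytic domain · Input – SENP1 enzyme, 20 pM final · Compound dosing – single concentration of 10 µM compound, 0.5% DMSO final · Timing – enzyme reaction for 50 min at room temperature, dark · Measured by – FRET fluorescence in CFP and YFP emission channels · Control set – no-enzyme wells low, DMSO-plus-enzyme wells high control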
SENP6 block: inhibitors of human SENP6 protease; Q9GZR1; Recombinant SENP6 catalytic domain, aminoluciferin luminescence; inhibition, % at 10 µM; 1.8% of 330,000 active;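 active = inhibition above about 50% at the single tested dose, limit read from the data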;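 note: plate controls were DMSO wells with enzyme for no effect and DMSO wells lacking enzyme for full effect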
SENP8 block-1: blocks human SENP8 cleavage of Nedd8 substrate; inhibition, % at 20 µM; recombinant SENP8, Nedd8 substrate fluorescence; AID 602440; 0.64% of 360,000 active; in the data active = inhibition mostly above about 40%, no sharp cut-off; inactive = mostly below about 27%
NALP3 yeast inh: NALP3 inhibition in yeast. inhibition, % at 10 µM. 0.39% of 330,000 active. Yeast reconstituted NLRP3/ASC/caspase-1, beta-gal luminescence, 24 h. AID 2825;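 active = inhibition of 50% or more; inactive = inhibition below 50%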;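 note: plate controls were induced DMSO wells for no effect and uninduced yeast grown without galactose for full effect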
SENP8 block-2: inhibitors of human SENP8 protease; Q96LD8; purified SENP8, Z-RLRGG-aminoluciferin cleavage, luminescence; inhibition, % at 10 µM; 1.2% of 330,000 active; AID 2540; in the data active = inhibition above about 50%
HKDC1 inh: inhibitors of human hexokinase HKDC1; 0.16% of 340,000 active; AID 493160; recombinant HKDC1, G6PDH/diaphorase resazurin coupled fluorescence; inhibition, % at 20 µM;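 active = inhibition above about 35% when tested at 20 µM, limit read from the data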;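 note: plate controls were DMSO wells with enzyme for no effect and DMSO wells lacking enzyme for full effect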
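Test system: recombinant HKDC1 (HK5) hexokinase enzyme, produced in-house; Amount: enzyme 5 µg/mL final; Buffer or medium: Tris pH 8.0 buffer with MgCl2, Tween-20, BSA, BME; Reagent: glucose and ATP substrates; Doses: 20 µM test compound, 1% DMSO; Incubation: 90 min reaction incubation at room temperature, dark; Detection: resorufin fluorescence at 613 nm.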
SENP7 block: inhibitors of human SENP7 protease; 1.5% of 330,000 active; Q9BQF6; recombinant SENP7, Z-RLRGG-aminoluciferin luminescence, 40 min; AID 434973; inhibition, % at 5 µM;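 active = inhibition above about 50% at the single test dose, limit read from the data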;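 note: plate controls were DMSO with enzyme for no effect and no enzyme buffer wells for full effect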
PfGluPho inh: PfG6PD (Plasmodium falciparum) enzyme inhibition. PfGluPho enzyme, NADPH resazurin-diaphorase fluorescence. inhibition, % at 20 µM. 0.78% of 350,000 active. AID 504690;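 active = inhibition reaching at least a set limit at 20 µM in the primary screen, cut at about 59% in these data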;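 note: 0% = DMSO wells with substrate and 100% = DMSO wells lacking glucose-6-phosphate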
Active calls of the source: *; . = no result given; & = joins results of further samples. This is a subset, so the mix of outcomes need not match the whole.

#	smiles	Apaf1 inhib	SENP1 inh	SENP6 block	SENP8 block-1	NALP3 yeast inh	SENP8 block-2	HKDC1 inh	SENP7 block	PfGluPho inh
1	ClCCN1CCN(c2ccnc3cc(Cl)ccc23)CC1	-1	1	-15	15	21	3	-2	16	9
2	C[C@]12CCC3C(CC[C@H]4C[C@@H](O)CC[C@]34C)C1C[C@@H](O)[C@H]2O (stereo partly drawn)	-5	2	5	2	50*	8	-4	2	3
3	CCc1ccc(NP(=O)(Oc2ccccc2F)Oc2ccccc2F)cc1	24	0	-19	4	0	-5	-2	-3	20
4	COc1ccc(-n2c(/C=C/c3ccc(O)c(OC)c3)nc3ccccc3c2=O)cc1	-3	-25	1	-336	24	-8	4	-8	20
5	COc1ccc(/C=C/C(=O)NC(=S)N2C[C@H]3C[C@H](C2)c2cccc(=O)n2C3)cc1	1	3	2	4	16	3	1	-5	10
6	CN1CCC(N(C)Cc2cccnc2)CC1	-2	2	-29	6	13	-1	-10	-10	-17
7	CCC/C=C(\CCC)C(NP(=O)(c1ccccc1)c1ccccc1)c1ccccc1 (stereo not drawn)	32	.	-13	.	20	-11	.	-8	.
8	Cc1ccc(N)c(C(=O)c2ccc(Br)cc2)c1	16	3	-14	18	16	-13	3	-7	15
9	Nc1ccc(S(=O)(=O)N2CC3CC(C2)c2cccc(=O)n2C3)cc1 (stereo not drawn)	-6	5	-10	1	3	-4	-3	0	2
10	Cc1ccccc1N1C(=O)NC(=O)/C(=C\c2cc(Br)c(N3CCOCC3)o2)C1=O	-15	4	-4	12	4	-3	-3	10	16

In another format: 2 of the compounds above
Screens in order: Apaf1 inhib	SENP1 inh	SENP6 block	SENP8 block-1	NALP3 yeast inh	SENP8 block-2	HKDC1 inh	SENP7 block	PfGluPho inh
7. CCC/C=C(\CCC)C(NP(=O)(c1ccccc1)c1ccccc1)c1ccccc1 (stereo not drawn)
  32	.	-13	.	20	-11	.	-8	.
1. ClCCN1CCN(c2ccnc3cc(Cl)ccc23)CC1
  -1	1	-15	15	21	3	-2	16	9

The listing continues:
#	smiles	Apaf1 inhib	SENP1 inh	SENP6 block	SENP8 block-1	NALP3 yeast inh	SENP8 block-2	HKDC1 inh	SENP7 block	PfGluPho inh
11	CC1(O)CCC2C3CCC4=CC(=O)CCC4=C3C=CC21C (stereo not drawn)	.	-21	.	-440	.	.	3	.	26
12	CC(=NCc1ccco1)c1c(O)n(-c2ccccc2)c(=O)[nH]c1=O	-6	2	-7	0	7	-6	1	4	-4
13	CN(C)CC1CSCCC1(O)c1ccccc1Cl (stereo not drawn)	-2	-1	0	10	2	-3	-6	10	-2
14	CCCNC(=O)Cn1cnc2sc(C(=O)N3CCC4(CC3)OCCO4)c(C)c2c1=O	-11	3	18	12	10	4	-7	-6	-7
15	CC(NCc1ccccc1Cl)C(O)c1ccccc1 (stereo not drawn)	-29	4	-8	2	17	0	-10	9	-10
16	OC1/C(=C/c2ccc(Cl)cc2Cl)N2CCC1CC2 (stereo not drawn)	-15	-3	8	2	-3	5	-1	3	-6
17	Cc1cc(N2CCCC2)ccc1C=C(C#N)C#N	-4	-32	5	36	23	-2	-7	9	-3
18	CC1(C)N(O)C2CCCCC2N1O (stereo not drawn)	4	1	-4	2	12	-8	-5	15	-7
19	Cc1cc(/C=C2/C(=O)NC(=O)N(c3ccccc3)C2=O)c(C)n1-c1ccc(F)cc1	1	-10	1	5	0	0	12	-2	10
20	Cc1ccc(NC(=O)c2ncn(CCCNCCN3CCOCC3)n2)cc1C	.	2	.	7	.	.	1	.	-15

One compound at a time, from the list above. Order of values: Apaf1 inhib	SENP1 inh	SENP6 block	SENP8 block-1	NALP3 yeast inh	SENP8 block-2	HKDC1 inh	SENP7 block	PfGluPho inh
OC1/C(=C/c2ccc(Cl)cc2Cl)N2CCC1CC2 (stereo not drawn) is listed with -15	-3	8	2	-3	5	-1	3	-6
Cc1cc(N2CCCC2)ccc1C=C(C#N)C#N is listed with -4	-32	5	36	23	-2	-7	9	-3
Cc1ccc(NC(=O)c2ncn(CCCNCCN3CCOCC3)n2)cc1C is listed with .	2	.	7	.	.	1	.	-15
CC1(C)N(O)C2CCCCC2N1O (stereo not drawn) is listed with 4	1	-4	2	12	-8	-5	15	-7

An excerpt from above in order of number of heavy atoms, high to low:
#	smiles	Apaf1 inhib	SENP1 inh	SENP6 block	SENP8 block-1	NALP3 yeast inh	SENP8 block-2	HKDC1 inh	SENP7 block	PfGluPho inh
5	COc1ccc(/C=C/C(=O)NC(=S)N2C[C@H]3C[C@H](C2)c2cccc(=O)n2C3)cc1	1	3	2	4	16	3	1	-5	10
12	CC(=NCc1ccco1)c1c(O)n(-c2ccccc2)c(=O)[nH]c1=O	-6	2	-7	0	7	-6	1	4	-4
11	CC1(O)CCC2C3CCC4=CC(=O)CCC4=C3C=CC21C (stereo not drawn)	.	-21	.	-440	.	.	3	.	26

(further entries)
#	smiles	Apaf1 inhib	SENP1 inh	SENP6 block	SENP8 block-1	NALP3 yeast inh	SENP8 block-2	HKDC1 inh	SENP7 block	PfGluPho inh
21	COC(=O)C1=C(c2cccc(OCc3ccccc3)c2)C[C@@H]2CC[C@H]1N2C(=O)NCc1ccc(C(C)(C)C)cc1	24	1	-8	19	8	-5	-2	8	-6
22	COC(=O)C(O)(c1ccc(N=Cc2ccccc2O)c(C)c1)C(F)(F)F (stereo not drawn)	1	1	-19	5	5	-5	-6	-11	-14
23	Cc1ccccc1-n1c(O)c(C(c2ccncc2)c2c(O)n(-c3ccccc3C)c(=O)[nH]c2=O)c(=O)[nH]c1=O	-30&-20	2&-2	-10&-5	7&29	9&7	-2&5	-2&-3	4&-3	3&-8
24	CNC(=O)Oc1ccc(-c2cn3cc(Cl)ccc3n2)cc1	5	0	78*	-333	10	64*	0	67*	68*
25	Cc1nn(Cc2ccccc2Cl)c(Cl)c1C(=O)OC(C(=O)NC(N)=O)C(C)C (stereo not drawn)	6	1	1	19	11	-9	-3	-5	-11
26	CCCCCn1c(=O)c(C(=O)NCc2ccccc2)c(O)c2ccccc21	-35	2	-11	-20	11	-12	-8	-5	-9
27	O=C(C1c2ccccc2C(=O)N2CCc3ccccc3C12)N1CCC2(CC1)OCCO2 (stereo not drawn)	-1	-1	-3	-3	0	-9	-9	-6	3
28	CCCCCn1c(=O)c(C(=O)Nc2ncccc2C)c(O)c2ccccc21	12	2	-15	-55	25	11	-6	1	-25
29	Cc1ccc(C)c(OCC(=O)N2CCN(Cc3ccc4c(c3)OCO4)CC2)c1	-10	1	3	9	15	10	-1	-7	-10
30	CC[n+]1c(SC)ccc2cc(OC)ccc21	-9	-1	4	-402	14	0	-5	-2	-6

2 compounds picked at random from the list so far:
#	smiles	Apaf1 inhib	SENP1 inh	SENP6 block	SENP8 block-1	NALP3 yeast inh	SENP8 block-2	HKDC1 inh	SENP7 block	PfGluPho inh
25	Cc1nn(Cc2ccccc2Cl)c(Cl)c1C(=O)OC(C(=O)NC(N)=O)C(C)C (stereo not drawn)	6	1	1	19	11	-9	-3	-5	-11
28	CCCCCn1c(=O)c(C(=O)Nc2ncccc2C)c(O)c2ccccc21	12	2	-15	-55	25	11	-6	1	-25

(listing goes on)
#	smiles	Apaf1 inhib	SENP1 inh	SENP6 block	SENP8 block-1	NALP3 yeast inh	SENP8 block-2	HKDC1 inh	SENP7 block	PfGluPho inh
31	CCOc1ccc(Cl)cc1CNCCc1ccccc1F	-4	1	-14	12	8	3	-4	4	-8
32	CN1CCN(CC#CCOc2ccc(Cl)cc2)CC1	-3	1	8	5	14	-10	-6	7	-9
33	COc1ccc(N2C(=O)NC(=O)/C(=C/c3ccc([N+](=O)[O-])s3)C2=O)cc1	26	14	14	69*	7	10	5	11	56
34	CCc1ccccc1N1C(=O)NC(=O)/C(=C\c2cc(C)n(C)c2C)C1=O	-1	-2	-7	11	-4	-12	-9	-10	-14
35	C/C=C1\NC(=O)[C@@H](NC(=O)[C@H](CCc2ccc(O)cc2)NC(=O)[C@H](C)NC(=O)[C@H](O)CO)[C@@H](C)OC(=O)[C@H](C(C)C)NC(=O)[C@H](Cc2ccc(O)cc2)N(C)C(=O)[C@H](Cc2ccccc2)N2C(=O)C(CC[C@H]2O)NC1=O (stereo partly drawn)	3	6	-23	6	18	-4	-4	-5	1
36	COC(=O)C(=O)N1CC2(C)CNCC(C)(C1)C2=O	-5	-1	-24	2	1	-9	-2	-8	-23
37	CC1(C)CC(N(CCc2ccccc2)Cc2ccccc2)CCO1 (stereo not drawn)	-18	0	5	20	-16	3	-3	3	-1
38	CC(C)N1CCN(Cc2ccc3c(c2)OCCO3)CC1CCO (stereo not drawn)	2	3	-44	20	-6	-9	-5	-14	7
39	CC1=NN(Cc2c[nH]c3ccccc23)C(C)(C)C1	-13	1	-20	9	-9	-15	-3	-4	-1
40	Cc1nonc1-c1nc(-c2nonc2N)n[nH]1	11	0	-17	10	18	-12	-7	-9	-20
41	COc1ccc(OC)c(N2C(=O)NC(=O)/C(=C/c3ccc([N+](=O)[O-])s3)C2=O)c1	28	8	55*	63*	11	16	6	11	62*
42	Cc1cccc(C)c1NC(=O)c1cccn(Cc2ccc3c(c2)OC(F)(F)O3)c1=O	28	2	-2	15	-5	-7	4	-4	14
43	Cc1cccc(NC(N)=S)c1	-12	2	-2	-3	13	-6	-4	-5	-15
44	COCCCn1c(N)c(C(=O)Nc2ccccc2)c2nc3ccccc3nc21	51*	-85	22	-430	7	8	7	1	24
45	O=C(Nc1ccccc1)OC1CN=C(N[N+](=O)[O-])NC1 (stereo not drawn)	0	1	-4	9	6	-3	3	10	-5
46	COc1cc2[nH]c(=O)n(-c3ccccc3)c(=O)c2cc1OC	-1	1	-3	-320	17	-1	0	-4	2
47	O=c1c2ccccc2[nH]c(=S)n1-c1ccc2c(c1)OCCO2	-21	3	3	13	7	-1	-4	2	-8
48	CCc1ccc(OCC(=O)N2CCN(CC(=O)Nc3ccccc3Cl)CC2)cc1	9	-2	0	-7	16	0	-3	7	1
49	CC1(C)Cc2c(sc3c2C(=O)NC(c2cccnc2)N3)CO1 (stereo not drawn)	-1	-40	2	-303	16	-1	12	6	29
50	CCOC(=O)c1[nH]ncc1CN1CCCC(C(=O)c2cccc(Cl)c2)C1 (stereo not drawn)	-20	1	-2	22	4	10	-1	5	-7
51	CCOC(=O)c1sc(/N=C/c2c(O)n(-c3ccccc3)c(=O)[nH]c2=O)c(C#N)c1C	12	0	7	18	20	1	8	4	30
52	CCOC(=O)c1c(C)[nH]c(C(=O)C(C)N2CCCC2)c1C (stereo not drawn)	-4	-1	-13	11	-5	-8	-10	-3	2
